mouse IAP activators: mouse intestinal phosphatase enzyme activation – biochemical, luminescence, single concentration, confirmation (AID 434970) | purified mouse IAP, CDP-Star luminescence, 30 min; hits give low values | activity change, negative = activation, % at 10 µM | 11,000 tested, 2.9% active; in the data active = activity change below about -85%;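 also: percent relative to enzyme plus DMSO wells and wells without enzyme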
mouse IAP activators Fold change: also measured in mouse IAP activators; calls as there; activation factor; measured here: IAP activation factor; hits give high values;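 fold luminescence change scaled to plate control wells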
The depositor's hits bear a star. This is a subset, so the mix of outcomes need not match the whole.

Structure,mouse IAP activators,mouse IAP activators Fold change
CSCCC(NS(=O)(=O)c1ccc(Cl)cc1)C(=O)OCC(=O)N1CCOCC1 (stereo not given),-4,1
Cn1ncc(Br)c1C(=O)OCC(=O)Nc1nc(-c2ccccc2)cs1,-4,1
Cc1ccc2c(Cl)c(C(=O)Nc3cc(C)on3)sc2c1,13,0.87
O=C(O)CSc1nnc(CNc2ccc(Cl)cc2)n1Cc1ccccc1,11,0.89
NN1C(=O)/C(=C\c2ccco2)SC1=S,86,0.14
COc1ccc2nc(NC(=O)c3cccc(OCc4c(C)noc4C)c3)sc2c1,13,0.87
Nn1cc(-c2ccccc2)nc1SCC(=O)NC1CCS(=O)(=O)C1 (stereo not given),20,0.8
CCN1C(=O)[C@H]2[C@H]3CN=C(SCc4ccc(C)cc4)N3[C@@](C)(C(=O)OC)[C@H]2C1=O,0,1
COc1cc(NC(=O)c2ccc(F)cc2)c(OC)cc1Cl,7,0.93
CCCC(=O)N1c2ccccc2[C@@H](N(C(C)=O)c2ccccc2)C[C@H]1C,-5,1.1
Cc1onc(-c2ccccc2)c1C(=O)Nc1ccc(S(=O)(=O)NC2=NCCCCC2)cc1,7,0.93
O=C(c1cccs1)N1CCN(C(=O)C(c2ccccc2)c2ccccc2)CC1,-9,1.1
CCOCC(=O)Nc1nc2ccc(OCC)cc2s1,5,0.95
COCC(=O)N[C@@H]1c2ccccc2CC[C@@H]1OCc1ccccc1,-7,1.1
O=C(CSc1ccc(Cl)cc1)Nn1cnnc1,10,0.9
Cc1cc2c(c(=O)o1)C(C(C)C)C(C#N)=C(N)O2 (stereo not given),-6,1.1
NC(=O)CSc1oc(-c2ccc(F)cc2)nc1S(=O)(=O)c1ccccc1,10,0.9
O=C1CSC(=S)N1N1C(=O)c2cccc([N+](=O)[O-])c2C1=O,68,0.32
O=C(c1cccs1)N1CCCC(c2ccccc2)C1 (stereo not given),7,0.93
Cn1c2ccccc2c2c(=O)oc3ccccc3c21,2,0.98
CC[C@]1(C(=O)OC)[C@H]2C(=O)N(C)C(=O)[C@H]2[C@H]2CN(C)C(=NC)N21,-4,1
CCn1c(Cc2ccccc2)nnc1SCC(=O)Nc1ccccc1N1CCOCC1,3,0.97
COc1ccc(CSc2nnnn2C)cc1[N+](=O)[O-],2,0.98
O=C1OCCN1C(=O)[C@H]1[C@H](c2ccccc2)C(c2cccc(Cl)c2)=NN1c1ccc(Br)cc1,-23,1.2
Clc1ccccc1CSc1nnc(-c2ccco2)c(-c2ccco2)n1,72,0.28
CCOC(=O)C1CCN(C(=O)COC(=O)COc2ccccc2OC)CC1,8,0.92
N#Cc1cccc(CSc2nnc(CCCO)n2-c2ccccc2)c1,5,0.95
c1ccc2c(c1)nc1sccn12,5,0.95
CC(C)(C)N(C(=O)Cn1nnc(-c2ccc(F)cc2)n1)C(C(=O)NC1CCCC1)c1ccncc1 (stereo not given),6,0.94
CCOC(=O)C1=CN(Cc2cccc(Br)c2)S(=O)(=O)NC1C (stereo not given),-4,1
O=C(CN1CCN(Cc2ccccc2Cl)C1=O)NCc1ccco1,6,0.94
CCC(=O)NC(Nc1cccc(C)n1)(C(F)(F)F)C(F)(F)F,7,0.93
CC(=O)Nc1ccc(N(C)C)cc1[N+](=O)[O-],7,0.93
CC1CCCCC12NC(=O)N(CC(=O)c1ccc[nH]1)C2=O (stereo not given),2,0.98
CCOc1ccccc1C1N(c2ccc(F)cc2)C(=O)C2CCCN21 (stereo not given),1,0.99
CCCCOc1ccc(-c2nnn(C(C)(C)C(=O)OC)n2)cc1,8,0.92
CCOC(=O)C1(CC)Oc2ccccc2C(c2ccc(OC)cc2)=C1C(=O)OC (stereo not given),8,0.92
Cc1ccc(OCC(O)Cn2c(=N)n(CCN3CCOCC3)c3ccccc32)cc1 (stereo not given),-3,1
Cc1oc(-c2ccc(Cl)cc2)nc1CN1CCC(C(=O)NCc2cccs2)CC1,-19,1.2
COc1ccc2cc(C(=O)NCc3ccco3)c(=Nc3ccc(C(=O)O)cc3)oc2c1,1,0.99
CC(=O)N(/N=C/c1cccc(C)c1)c1nc(-c2ccc(Br)cc2)cs1,8,0.92
C=CCNC(=O)CN1CCC(n2c(C)nc3cc(C(F)(F)F)ccc32)CC1,11,0.89
CCOCCCNC(=O)C(c1ccc(Cl)cc1)N1CCC2(CC1)OCCO2 (stereo not given),2,0.98
FC(F)Oc1ccc(NC(=S)NCc2ccccc2)cc1Cl,-34,1.3
CCC(CO)NC(=O)c1cc2c(s1)CCC2 (stereo not given),-13,1.1
Cc1[nH]ccc(=O)c1OCc1ccc(Cl)cc1,10,0.9
COc1ccc(NC(=O)C(c2ccc(C)cc2)N(C)C(=O)CNC(C)=O)cc1 (stereo not given),4,0.96
CN=C1N(C)C[C@@H]2[C@@H]3C(=O)N(Cc4ccccc4)C(=O)[C@@H]3[C@](Cc3ccccc3)(C(=O)OC)N12,-16,1.2
O=C(O)C1C2C=CC3(CN(Cc4ccccn4)C(=O)C13)O2 (stereo not given),9,0.91
Cc1cc(C)nc(SCc2nnc(SCC(=O)Nc3ccccc3C)n2Cc2ccco2)n1,3,0.97

An excerpt of these results, with the structure last.
mouse IAP activators	mouse IAP activators Fold change	SMILES
8	0.92	CC(=O)N(/N=C/c1cccc(C)c1)c1nc(-c2ccc(Br)cc2)cs1
11	0.89	C=CCNC(=O)CN1CCC(n2c(C)nc3cc(C(F)(F)F)ccc32)CC1

Further structures:
Structure,mouse IAP activators,mouse IAP activators Fold change
Cc1ccc(SCc2cc(=O)[nH]c(N3CCOCC3)n2)cc1,4,0.96
COc1cccc(C(=O)Nc2cccc(C(=O)NC3=NN(c4c(Cl)cc(Cl)cc4Cl)C(=O)C3)c2)c1,9,0.91
Cc1oc(-c2ccc3c(c2)OCCO3)cc1C(=O)NC(CCC(=O)O)C(=O)O (stereo not given),5,0.95
O=C(c1nn2c(C(F)(F)F)cc(-c3ccccc3)nc2c1Cl)N1CCOCC1,-6,1.1
COC(=O)Nc1ccc(S(=O)(=O)N(CCO)CC(F)(F)C(F)F)cc1,-4,1
O=C(c1cccs1)[C@@H]1[C@@H]2C(=O)N(Cc3ccc4c(c3)OCO4)C(=O)[C@@H]2C2c3ccccc3C=CN21 (stereo not given in full),43,0.57
O=C(NCc1ccccc1)c1cnc2n(c1=O)CCS2,8,0.92
CCOc1cc2[nH]c(=O)n(CCCCC(=O)NCc3ccco3)c(=O)c2cc1OCC,9,0.91
O=C1c2ccc3c4c(ccc(c24)C(=O)N1c1ccc2ccccc2c1)CC3,4,0.96
CC(C)CC(NC(=O)C1CCCCC1)C(=O)NCc1ccccn1 (stereo not given),-1,1

Reformatted: results already given.
Values run as follows: mouse IAP activators, mouse IAP activators Fold change
- Cc1oc(-c2ccc3c(c2)OCCO3)cc1C(=O)NC(CCC(=O)O)C(=O)O (stereo not given)
→ 5, 0.95
- O=C(c1nn2c(C(F)(F)F)cc(-c3ccccc3)nc2c1Cl)N1CCOCC1
→ -6, 1.1
- COC(=O)Nc1ccc(S(=O)(=O)N(CCO)CC(F)(F)C(F)F)cc1
→ -4, 1
- O=C(c1cccs1)[C@@H]1[C@@H]2C(=O)N(Cc3ccc4c(c3)OCO4)C(=O)[C@@H]2C2c3ccccc3C=CN21 (stereo not given in full)
→ 43, 0.57

Other entries.
Structure,mouse IAP activators,mouse IAP activators Fold change
COc1cccc(C2CN(c3ccc(F)cc3F)N=C2c2cccs2)c1OC (stereo not given),-2,1
CCOC(=O)CSc1n[nH]c(-c2cccnc2)n1,-12,1.1
O=C(C1CC1)N1CCc2cc(Br)cc(S(=O)(=O)NCc3ccco3)c21,4,0.96
CCn1c(SCC(=O)N2CCCc3ccccc32)nnc1-c1ccoc1C,3,0.97
O=C(O)/C=C\c1cc2c(cc1[N+](=O)[O-])OCO2,45,0.55
COc1cc(CC(=O)NCc2ccco2)cc(OC)c1OC,-8,1.1
COc1ccc(CNC(=S)Nc2ccc(F)c(Cl)c2)cc1,-58,1.6
CCOc1ccc2[nH]c(C)c(CN3CCN(CC)CC3)c(=O)c2c1,2,0.98
Cc1ccc(NC(=O)N/C=C/c2ccc(Cl)cc2)cc1,-9,1.1
CC(O)c1cccc(NC(=O)Nc2cccc(NC(=O)Nc3cccc(C(C)O)c3)c2)c1 (stereo not given),-89*,1.9*
COCCNC(=O)Nc1ccc2nc(C)sc2c1,6,0.94
N#Cc1c(NC(=O)CSc2ncn[nH]2)sc2c1CCCC2,22,0.78
CCN1CCN(CC(=O)Nc2cc(F)ccc2C)CC1,-4,1
CC(C)(C)c1ccc(OCCNC(=S)Nc2ccccc2)cc1,-7,1.1
CC(=O)c1cc2c(cc1NC(=O)CN1CCCCCCC1)OCO2,9,0.91
CCCCOC(=O)/C(=C\c1ccc([N+](=O)[O-])o1)NC(=O)c1ccccc1,15,0.85
Cc1cccc(NC(=S)NC2CC3CCCC(C2)N3Cc2cccs2)c1 (stereo not given),-63,1.6
CCc1ccc(N2CC(C(=O)OCC(=O)NC3CCS(=O)(=O)C3)CC2=O)cc1 (stereo not given),-10,1.1
CCCCNC(=O)c1cn(-c2ccc(OCC)cc2)c(=O)c2cc(OC)c(OC)cc12,-6,1.1
COc1ccc(NC(=O)Nc2ccc3c(c2)C(=O)N([C@H](C)CO)C[C@H](C)[C@@H](CN(C)C(=O)Nc2ccc(C(F)(F)F)cc2)O3)cc1,-69,1.7

Overlap with the part before: six entries; new compounds follow.
Structure,mouse IAP activators,mouse IAP activators Fold change
CC(=O)c1cc2c(cc1NC(=O)CN1CCCCCCC1)OCO2,9,0.91
CCCCOC(=O)/C(=C\c1ccc([N+](=O)[O-])o1)NC(=O)c1ccccc1,15,0.85
Cc1cccc(NC(=S)NC2CC3CCCC(C2)N3Cc2cccs2)c1 (stereo not given),-63,1.6
CCc1ccc(N2CC(C(=O)OCC(=O)NC3CCS(=O)(=O)C3)CC2=O)cc1 (stereo not given),-10,1.1
CCCCNC(=O)c1cn(-c2ccc(OCC)cc2)c(=O)c2cc(OC)c(OC)cc12,-6,1.1
COc1ccc(NC(=O)Nc2ccc3c(c2)C(=O)N([C@H](C)CO)C[C@H](C)[C@@H](CN(C)C(=O)Nc2ccc(C(F)(F)F)cc2)O3)cc1,-69,1.7
Cn1c(SCC(=O)N2CCCCC2)nc2cccnc21,-12,1.1
O=C(NCC1CCCO1)C1CCCCN1S(=O)(=O)c1ccc(F)cc1 (stereo not given),6,0.94
O=S(=O)(c1ccc(F)cc1)n1ccc2cccnc21,3,0.97
CCc1ccccc1NC1=NCC(=O)N1C1CCCCC1,6,0.94
COC(=O)c1cc(NC(=O)CN2C(=O)CSC2=O)ccc1Cl,5,0.95
COc1cccc(OC)c1OCCCOc1c(OC)cccc1OC,7,0.93
COc1ccc(CNC(=O)C[C@H]2C[C@H](C(=O)N3CCCCC3)[C@@]3(CCc4ccccc4)c4[nH]c5ccc(Cl)cc5c4CCN3C2=O)cc1OC,-26,1.3
c1csc(C(c2nnnn2C2CCCCC2)N2CCCC3(CCCCC3)C2)c1 (stereo not given),-21,1.2
CCn1c(/C(C#N)=C(\O)CCc2ccccc2)nc2ccccc21,11,0.89
O=C(NCc1ccc2c(c1)OCO2)c1ccc(COc2cccc(Cl)c2)o1,2,0.98

Gathered by group, the entries above with a COOH group
Structure,mouse IAP activators,mouse IAP activators Fold change
O=C(O)CSc1nnc(CNc2ccc(Cl)cc2)n1Cc1ccccc1,11,0.89
COc1ccc2cc(C(=O)NCc3ccco3)c(=Nc3ccc(C(=O)O)cc3)oc2c1,1,0.99
O=C(O)C1C2C=CC3(CN(Cc4ccccn4)C(=O)C13)O2 (stereo not given),9,0.91
Cc1oc(-c2ccc3c(c2)OCCO3)cc1C(=O)NC(CCC(=O)O)C(=O)O (stereo not given),5,0.95
O=C(O)/C=C\c1cc2c(cc1[N+](=O)[O-])OCO2,45,0.55

New compounds follow:
Structure,mouse IAP activators,mouse IAP activators Fold change
O=C(NC1=NCCS1)C1CC(=O)N(c2ccc(F)cc2)C1 (stereo not given),-10,1.1
CCCCCCC(NC(=O)c1ccc(C)cc1)C(=O)O (stereo not given),-6,1.1
COc1ccc(OCc2nc(N)nc(Nc3ccccc3OC)n2)cc1,0,1
Cc1cccc(N2C(=O)NC3(CCCCC3)C2=O)c1,-24,1.2

Bioassay records (PubChem)
